High-throughput results: PubChem, University of Kansas High Throughput Screening Laboratory
mHTT CaM bind – inhibitors of human mutant huntingtin-calmodulin interaction; inhibition, % at 15 µM; 190,000 compounds, 3.6% hits; AlphaScreen His-mHTT/GST-CaM binding, luminescence; AID 1671202;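 also: 0% = both proteins with DMSO and 100% = one protein alone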
Target sequence (P42858 whole entry, looked up, stated change not applied): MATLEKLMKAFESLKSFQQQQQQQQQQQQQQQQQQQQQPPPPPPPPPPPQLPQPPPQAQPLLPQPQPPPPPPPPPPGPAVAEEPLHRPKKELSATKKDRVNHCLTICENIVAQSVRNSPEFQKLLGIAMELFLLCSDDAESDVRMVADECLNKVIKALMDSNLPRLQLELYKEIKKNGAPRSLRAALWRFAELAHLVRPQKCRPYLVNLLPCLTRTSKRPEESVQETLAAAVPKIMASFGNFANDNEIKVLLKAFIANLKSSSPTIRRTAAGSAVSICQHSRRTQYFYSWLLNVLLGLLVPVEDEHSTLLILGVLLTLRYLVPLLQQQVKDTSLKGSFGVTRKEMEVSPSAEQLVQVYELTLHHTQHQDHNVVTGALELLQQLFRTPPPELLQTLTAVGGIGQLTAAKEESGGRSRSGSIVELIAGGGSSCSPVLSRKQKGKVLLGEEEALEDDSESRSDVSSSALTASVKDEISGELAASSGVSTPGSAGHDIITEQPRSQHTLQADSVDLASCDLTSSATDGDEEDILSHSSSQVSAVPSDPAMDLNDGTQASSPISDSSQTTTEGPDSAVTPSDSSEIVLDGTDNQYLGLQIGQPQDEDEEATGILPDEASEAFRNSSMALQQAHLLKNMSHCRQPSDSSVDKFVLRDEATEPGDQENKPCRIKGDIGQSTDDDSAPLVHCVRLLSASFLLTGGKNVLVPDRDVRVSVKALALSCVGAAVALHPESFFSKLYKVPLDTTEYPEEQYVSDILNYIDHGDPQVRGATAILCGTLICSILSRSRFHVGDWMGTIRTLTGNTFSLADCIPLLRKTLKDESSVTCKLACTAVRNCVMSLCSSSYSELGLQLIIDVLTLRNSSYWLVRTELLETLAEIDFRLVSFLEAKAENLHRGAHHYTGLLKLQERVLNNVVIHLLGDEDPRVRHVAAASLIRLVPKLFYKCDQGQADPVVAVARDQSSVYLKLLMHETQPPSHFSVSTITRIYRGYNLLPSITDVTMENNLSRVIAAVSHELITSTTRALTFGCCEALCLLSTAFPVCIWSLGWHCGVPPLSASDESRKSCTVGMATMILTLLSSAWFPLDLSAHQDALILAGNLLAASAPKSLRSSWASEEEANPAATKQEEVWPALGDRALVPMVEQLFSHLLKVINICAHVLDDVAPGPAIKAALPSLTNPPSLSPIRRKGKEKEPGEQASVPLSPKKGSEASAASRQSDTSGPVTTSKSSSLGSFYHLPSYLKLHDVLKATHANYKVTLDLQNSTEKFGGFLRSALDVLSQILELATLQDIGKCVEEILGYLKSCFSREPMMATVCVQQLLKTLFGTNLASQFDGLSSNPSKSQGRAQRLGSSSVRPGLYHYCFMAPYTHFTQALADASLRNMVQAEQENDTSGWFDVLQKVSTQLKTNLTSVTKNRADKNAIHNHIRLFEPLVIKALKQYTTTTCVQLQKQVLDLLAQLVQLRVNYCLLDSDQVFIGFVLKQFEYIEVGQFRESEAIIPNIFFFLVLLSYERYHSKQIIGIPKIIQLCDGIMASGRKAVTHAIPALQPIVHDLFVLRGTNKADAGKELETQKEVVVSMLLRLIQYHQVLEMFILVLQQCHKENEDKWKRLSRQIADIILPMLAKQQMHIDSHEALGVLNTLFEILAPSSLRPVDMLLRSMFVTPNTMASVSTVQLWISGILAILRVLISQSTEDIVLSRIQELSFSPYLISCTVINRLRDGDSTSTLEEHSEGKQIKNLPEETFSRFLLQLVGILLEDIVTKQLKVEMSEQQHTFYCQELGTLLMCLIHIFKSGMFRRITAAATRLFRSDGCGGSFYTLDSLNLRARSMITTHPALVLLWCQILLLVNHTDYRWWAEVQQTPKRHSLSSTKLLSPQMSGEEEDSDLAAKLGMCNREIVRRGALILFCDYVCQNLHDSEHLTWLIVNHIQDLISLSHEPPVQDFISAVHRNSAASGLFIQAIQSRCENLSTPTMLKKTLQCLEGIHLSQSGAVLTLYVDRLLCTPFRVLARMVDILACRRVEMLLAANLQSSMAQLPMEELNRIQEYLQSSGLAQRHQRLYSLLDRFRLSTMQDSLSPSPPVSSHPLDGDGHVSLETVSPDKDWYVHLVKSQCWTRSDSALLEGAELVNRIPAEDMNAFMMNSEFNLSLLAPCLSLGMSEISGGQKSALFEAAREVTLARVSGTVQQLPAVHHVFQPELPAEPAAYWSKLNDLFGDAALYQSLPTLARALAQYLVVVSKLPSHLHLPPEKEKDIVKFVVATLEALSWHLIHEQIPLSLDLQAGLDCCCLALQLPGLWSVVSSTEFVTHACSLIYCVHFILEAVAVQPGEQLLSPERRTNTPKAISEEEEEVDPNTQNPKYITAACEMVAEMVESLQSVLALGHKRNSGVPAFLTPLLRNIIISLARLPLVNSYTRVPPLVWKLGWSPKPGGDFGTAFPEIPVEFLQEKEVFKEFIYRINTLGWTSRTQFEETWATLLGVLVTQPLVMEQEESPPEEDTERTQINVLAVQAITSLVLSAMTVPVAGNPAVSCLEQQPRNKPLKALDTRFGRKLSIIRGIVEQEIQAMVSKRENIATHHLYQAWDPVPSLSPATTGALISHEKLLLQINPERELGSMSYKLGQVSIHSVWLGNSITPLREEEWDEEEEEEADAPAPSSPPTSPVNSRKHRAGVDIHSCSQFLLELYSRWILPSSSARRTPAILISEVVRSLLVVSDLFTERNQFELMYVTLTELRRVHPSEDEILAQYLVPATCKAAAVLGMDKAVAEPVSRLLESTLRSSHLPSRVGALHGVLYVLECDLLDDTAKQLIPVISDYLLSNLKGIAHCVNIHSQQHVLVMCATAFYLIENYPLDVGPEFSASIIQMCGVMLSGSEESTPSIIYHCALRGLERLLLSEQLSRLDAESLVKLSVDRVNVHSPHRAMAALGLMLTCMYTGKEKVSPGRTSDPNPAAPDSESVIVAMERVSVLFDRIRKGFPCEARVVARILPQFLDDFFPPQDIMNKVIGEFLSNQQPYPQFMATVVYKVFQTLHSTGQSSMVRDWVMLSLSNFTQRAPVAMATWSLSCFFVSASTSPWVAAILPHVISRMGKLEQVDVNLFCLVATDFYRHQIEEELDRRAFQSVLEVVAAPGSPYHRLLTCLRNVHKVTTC
Pf apPOL block – Pf-apPOL DNA polymerase inhibition. Recombinant Pf-apPOL, molecular beacon fluorescence, 1.5 h. inhibition, % at 10 µM. 210,000 compounds, 0.25% hits
An asterisk follows results filed as active; i = inactive; . = not tested or not shown; & = joins results of further samples. Rule as the data show it: active = inhibition above about 50%; inactive = the rest. These rows are one share of the data; rates above refer to the full screens.

Sequence of screens – mHTT CaM bind	Pf apPOL block
CCOC(=O)C(C#N)=Cc1cn(-c2ccccc2)nc1-c1ccccc1
→ .	-6
O=C(CSc1nc2ccc(Br)cc2c(=O)n1-c1ccccc1)NCc1ccco1
→ -1	1
O=[N+]([O-])c1cncc([N+](=O)[O-])c1Nc1ccccc1Cl
→ 26	1
O=c1[nH]c(SCc2ccccc2Cl)nc2c1CN(Cc1ccccc1)CC2
→ 1	-2
CCCOc1ccc(C(=O)N2CCCCC2)cc1OC
→ -6	-1
C[n+]1cccc(C(N)=O)c1
→ .	-6
O=C(c1ccc(F)cc1)N1CCC(c2cnn(-c3ccc(F)cc3)c2)CC1
→ -7	-5
O=C(N1CCCC1c1nc(-c2ccccc2)n[nH]1)C1(c2ccccc2)CC1 (stereo unspecified)
→ 5	1
CCn1c(SCC(=O)Nc2ccc(Cl)c(Cl)c2)nnc1-c1cccs1
→ 10	-4
O=C(c1nccc2ccccc12)N1CCc2nc3cc(-c4ccccc4)[nH]n3c(=O)c2C1
→ 56*	0
O=S(=O)(N=C(NNC(=S)NCc1ccco1)N1CCCC1)c1ccccc1
→ .	8
Cc1[nH]nc2c1C(c1cccs1)C(C#N)=C(N)O2 (stereo unspecified)
→ -2	-8
CCCc1nc(N)c(C#N)c(-c2ccc(OC)cc2)c1CC
→ -5	1
CCN(CC)Cc1c(O)ccc2c(=O)c(Oc3ccccc3OC)c(C)oc12
→ -1	-4
O=C(C1CCN(Cc2ccccc2Cl)CC1)N1CCN(c2ccccc2F)CC1
→ 12	1
CCc1ccc(OCC(=O)Nc2ccc3c(c2)OCO3)cc1
→ -4	5
Cc1ccccc1NC(=O)Cn1c(=O)n(CCC(=O)NCc2ccccc2)c(=O)c2sccc21
→ 0	-1
O=C(c1ccc2c(c1)N(Cc1c(F)cccc1Cl)C(=O)CS2)N1CCC2(CC1)OCCO2
→ 5	3
CC(=O)Nc1ccc(S(=O)(=O)NC(C)c2ccccc2)cc1 (stereo unspecified)
→ -1	5
O=C(COc1ccccc1)N1CCN(c2ccc([N+](=O)[O-])cc2Cl)CC1
→ 38	4
Cc1ccccc1CSC1=NCCN1C(=O)Cc1ccc(Cl)cc1
→ -50	-4
CC(=O)N1CCCC2(C1)Nc1ccccc1NC2=NCc1ccccc1 (stereo unspecified)
→ 72*	1
CN(CCCNC(=O)CN1C(=O)/C(=C/c2ccccc2)Sc2ccccc21)c1ccccc1
→ 47	-10
CC(C)(C)OCC(O)CN(CCO)CCO (stereo unspecified)
→ -10	-5
Cc1cccc(N2CCN(C(=O)C3CCCN(c4nnc5ccccn45)C3)CC2)c1 (stereo unspecified)
→ 22	-5
COCCN1COc2ccc3c(=O)c(-c4ccccc4OC)c(C)oc3c2C1
→ -7	2
Cc1cc(C)cc(OCC(=O)NCCc2nc3ccccc3[nH]2)c1
→ 17	-1
O=C(CCC1CCCCC1)Nc1ccc(S(=O)(=O)Nc2ncccn2)cc1
→ -11&3	-7&2
CCc1ccc(C(=O)N2C(C(=O)NCC3CCCO3)COC23CCCCC3)cc1 (stereo unspecified)
→ -1	-5
O=C(c1ccc([N+](=O)[O-])cc1)N(c1cccc(Cl)c1)c1nc2ccccc2s1
→ .	2
CC(=O)N1c2c(cc(Br)cc2S(=O)(=O)Nc2cccc(C(F)(F)F)c2)CC1C (stereo unspecified)
→ 4	-2
CC(C)(C)c1cc(Cl)ccc1OCCn1ccnc1
→ 17	-5
Cc1ccc(CNC(=O)C(=O)Nc2cccc(Cl)c2Cl)cc1
→ -2	-1
COc1ccc(N2C(=O)CC(Sc3nc(N)c(C#N)c(-c4ccc(C)cc4)c3C#N)C2=O)cc1 (stereo unspecified)
→ 2	16
COc1ccc(/C(N)=N/OC(=O)CC(c2ccccc2)c2ccccc2)cc1OC
→ i	1
O=C(Nc1ccc2c(c1)OCCO2)c1cnccn1
→ 10	2&2
CCC(C1=C(O)CC(C)(C)CC1=O)C1C(=O)CC(C)(C)CC1=O (stereo unspecified)
→ 3	.
Fc1ccc(CN2CCC3(CC2)N=C(C2CC2)NO3)cc1
→ 6	1
COc1cc(OC)c(-c2nn3c(C4CCCCC4)nnc3s2)cc1OC
→ 5	.
O=C(NCCO)c1cccc(I)c1
→ 2	-4

Reformatted: results already given
structure: COc1ccc(N2C(=O)CC(Sc3nc(N)c(C#N)c(-c4ccc(C)cc4)c3C#N)C2=O)cc1 (stereo unspecified)
- mHTT CaM bind = 2
- Pf apPOL block = 16

structure: CC(=O)N1c2c(cc(Br)cc2S(=O)(=O)Nc2cccc(C(F)(F)F)c2)CC1C (stereo unspecified)
- mHTT CaM bind = 4
- Pf apPOL block = -2

structure: CC(C)(C)c1cc(Cl)ccc1OCCn1ccnc1
- mHTT CaM bind = 17
- Pf apPOL block = -5

Additional compounds follow:
Sequence of screens – mHTT CaM bind	Pf apPOL block
O=C1C2C3c4ccccc4C(C(=O)O)(c4ccccc43)C2C(=O)N1c1ccccc1Cl (stereo unspecified)
→ 2	0
COc1ccc(CCNC(=O)CSc2nc(C)c(C)c(=O)[nH]2)cc1OC
→ -4	2
Cc1cccc(C)c1NC(=O)CN(Cc1ccccc1)S(=O)(=O)c1ccc(F)cc1
→ 4	-4
O=C(COc1ccc([N+](=O)[O-])cc1)Nc1ccc(-c2nc3ncccc3o2)cc1
→ -1	-2
CCC(=O)N1CCN(c2nc3c(s2)CC(C(=O)N2CCN(C)CC2)CC3)CC1 (stereo unspecified)
→ -3	3
CCN(C)C(=O)c1cnc(-c2cccc(C)c2)nc1N(C)C
→ 1	-6
COc1ccccc1-c1noc(C2CCCN2C(=O)Nc2ccc(F)cc2F)n1 (stereo unspecified)
→ -6	0
COc1cccc(C(=O)N2CCC(n3nc(-c4ccsc4)ccc3=O)CC2)c1
→ 100*	-2
O=C(O)C=CC(=O)NN=C(c1ccccc1)c1ccccc1
→ .	0
Cn1c(=O)c2c(nc(N3CCN(c4ccccc4)CC3)n2CCSc2ncccn2)n(C)c1=O
→ 3	-13
COc1cc(C=C2C(=O)OC(C)(C)OC2=O)cc(Br)c1O
→ 6	0
O=C(CCC1CCCCC1)NCc1ccc(F)cc1
→ 9	-2
COC(=O)c1ccccc1NC(=O)c1c(C)cc(C)cc1C
→ -26	6
Cc1ccc(O)c(N=Cc2ccc(Br)c([N+](=O)[O-])c2)c1
→ 58*	-11
O=C(c1cnc2ccccc2n1)N1CCN(Cc2nc(-c3ccc(F)cc3)cs2)CC1
→ 18	-6
Cc1cc(C)cc(C(=O)N2CCCC(C(=O)NCc3ccc(F)cc3)C2)c1 (stereo unspecified)
→ -6	-1
O=C(NC1CCCC1)C1c2ccccc2C(=O)N1Cc1ccccc1Cl (stereo unspecified)
→ 53*	1
O=C(c1ccco1)N1CCCC2(CC(c3ccc(Cl)cc3)=CO2)C1 (stereo unspecified)
→ -15	-6
O=[N+]([O-])c1ccc2nc(/C=C/c3ccco3)[nH]c2c1
→ 59*	0
O=C(NCCCn1ccnc1)c1ccc(Cl)cc1[N+](=O)[O-]
→ 2	5
CCN1C=C(Cc2ccccc2C)C2=C(C1)C(c1ccccc1C)C(C#N)=C(N)O2 (stereo unspecified)
→ 64*	-5
Cc1ccc(S(=O)(=O)Nc2nc(CCC(=O)Nc3ccccc3C(N)=O)cs2)cc1
→ 37	23
Cc1ccc(CCNC(=O)C2CCCN(C(=O)c3cccc(C)c3)C2)cc1 (stereo unspecified)
→ 34	7
COc1ccc(N2C(=O)C3C(c4ccccc4C)OC4(C(=O)c5ccccc5C4=O)C3C2=O)cc1 (stereo unspecified)
→ 15	0
O=C(Nc1nc2ccccc2[nH]1)c1cccs1
→ -7	4
CC(C)(C#CC(O)(c1ccccc1)c1ccccc1)N1CCCCC1
→ 2	7
CN1C(=O)NC(c2ccc(F)cc2)C2=C1CN(Cc1ccccc1)C2=O (stereo unspecified)
→ 17	-2
O=C(NCc1cccc(Cl)c1)c1ccc2ncnc(N3CCOCC3)c2c1
→ 37	0
COc1ccc(Nc2ncnc3c2cnn3-c2ccc(C)cc2)cc1OC
→ 0	-3
O=C(Nc1ccccc1)Nc1snnc1C(=O)O
→ 4	1
CCSc1oc(-c2ccccc2)nc1S(=O)(=O)c1ccccc1
→ -13	-4
O=C1NC(=O)N(c2ccccc2F)C(=O)/C1=C/c1ccc(N2CCCCC2)o1
→ 8	0
Cn1c(C2CCN(C(=O)c3cccc(Cl)c3)C2)nc2cccnc21 (stereo unspecified)
→ 4	-10
CC(C)c1ccc(NC(=O)C(c2ccccc2)N(C)C(=O)/C=C/c2ccc3c(c2)OCO3)cc1 (stereo unspecified)
→ 8	2
Cc1cc(NC(=O)c2ccccc2)c(C(C)C)cc1O
→ -2	-6
CSCCC(NC(=O)c1ccc(C(F)(F)F)cc1)c1nnc(SCc2ccccc2)n1C (stereo unspecified)
→ .	-2
Cc1cc(C)c(C#N)c(SCS(=O)Cc2ccccc2)n1 (stereo unspecified)
→ -7	-1
Cc1ccc(-c2nnnn2-c2ccc(Cl)cn2)cc1[N+](=O)[O-]
→ -8	0
COC(=O)c1c2c(c3ccccc3c1O)OC(C)(C)C=C2
→ .	-7
Cc1ccc(CCN2CC(C(=O)N3CCN(c4ccc(F)cc4)CC3)CC2=O)cc1 (stereo unspecified)
→ 21	3

Part of the list above in order of formula weight, descending:
Sequence of screens – mHTT CaM bind	Pf apPOL block
CSCCC(NC(=O)c1ccc(C(F)(F)F)cc1)c1nnc(SCc2ccccc2)n1C (stereo unspecified)
→ .	-2
Cn1c(=O)c2c(nc(N3CCN(c4ccccc4)CC3)n2CCSc2ncccn2)n(C)c1=O
→ 3	-13
O=C(c1ccc2c(c1)N(Cc1c(F)cccc1Cl)C(=O)CS2)N1CCC2(CC1)OCCO2
→ 5	3
O=C(CSc1nc2ccc(Br)cc2c(=O)n1-c1ccccc1)NCc1ccco1
→ -1	1
CN(CCCNC(=O)CN1C(=O)/C(=C/c2ccccc2)Sc2ccccc21)c1ccccc1
→ 47	-10
CC(C)c1ccc(NC(=O)C(c2ccccc2)N(C)C(=O)/C=C/c2ccc3c(c2)OCO3)cc1 (stereo unspecified)
→ 8	2
O=C1C2C3c4ccccc4C(C(=O)O)(c4ccccc43)C2C(=O)N1c1ccccc1Cl (stereo unspecified)
→ 2	0
CCn1c(SCC(=O)Nc2ccc(Cl)c(Cl)c2)nnc1-c1cccs1
→ 10	-4
Cc1ccc(CCN2CC(C(=O)N3CCN(c4ccc(F)cc4)CC3)CC2=O)cc1 (stereo unspecified)
→ 21	3
CCC(=O)N1CCN(c2nc3c(s2)CC(C(=O)N2CCN(C)CC2)CC3)CC1 (stereo unspecified)
→ -3	3
O=c1[nH]c(SCc2ccccc2Cl)nc2c1CN(Cc1ccccc1)CC2
→ 1	-2
CCN(CC)Cc1c(O)ccc2c(=O)c(Oc3ccccc3OC)c(C)oc12
→ -1	-4
COCCN1COc2ccc3c(=O)c(-c4ccccc4OC)c(C)oc3c2C1
→ -7	2
COc1ccc(CCNC(=O)CSc2nc(C)c(C)c(=O)[nH]2)cc1OC
→ -4	2
Cc1ccc(CCNC(=O)C2CCCN(C(=O)c3cccc(C)c3)C2)cc1 (stereo unspecified)
→ 34	7
COc1ccc(Nc2ncnc3c2cnn3-c2ccc(C)cc2)cc1OC
→ 0	-3
O=C(c1ccco1)N1CCCC2(CC(c3ccc(Cl)cc3)=CO2)C1 (stereo unspecified)
→ -15	-6
CCOC(=O)C(C#N)=Cc1cn(-c2ccccc2)nc1-c1ccccc1
→ .	-6
CC(C)(C#CC(O)(c1ccccc1)c1ccccc1)N1CCCCC1
→ 2	7
Cc1cc(C)cc(OCC(=O)NCCc2nc3ccccc3[nH]2)c1
→ 17	-1
CCC(C1=C(O)CC(C)(C)CC1=O)C1C(=O)CC(C)(C)CC1=O (stereo unspecified)
→ 3	.
CC(=O)Nc1ccc(S(=O)(=O)NC(C)c2ccccc2)cc1 (stereo unspecified)
→ -1	5
Cc1ccc(-c2nnnn2-c2ccc(Cl)cn2)cc1[N+](=O)[O-]
→ -8	0
O=C(NCCCn1ccnc1)c1ccc(Cl)cc1[N+](=O)[O-]
→ 2	5
CCN(C)C(=O)c1cnc(-c2cccc(C)c2)nc1N(C)C
→ 1	-6
O=C(O)C=CC(=O)NN=C(c1ccccc1)c1ccccc1
→ .	0
Cc1cc(NC(=O)c2ccccc2)c(C(C)C)cc1O
→ -2	-6

Additional records.
Sequence of screens – mHTT CaM bind	Pf apPOL block
CCCCN(CC)CCNC(=O)c1cc2cc3ccc(OC)cc3nc2s1
→ -1	-2
COc1cc(NC=C2C(=O)OC3(CCCCC3)OC2=O)c(OC)cc1Cl
→ -59&-41	0&-3
O=C1C2CCCN2C(c2c(F)cccc2Cl)N1c1nccs1 (stereo unspecified)
→ -8	1
COc1ccc(N2C(=O)CSC2c2cccc([N+](=O)[O-])c2)cc1OC (stereo unspecified)
→ 2	0
O=C1C=C(NCCSCc2cccc(C(F)(F)F)c2)CC(c2ccc3c(c2)OCO3)C1 (stereo unspecified)
→ .	-13
CN1C(=O)CCC2(CN(C)S(=O)(=O)c3ccc(F)cc3)CCCC12 (stereo unspecified)
→ -18	-2
COc1ccc(-c2c(C)oc3c(CN4CCN(CCO)CC4)c(O)ccc3c2=O)cc1OC
→ 0	-6
O=C(Cc1ccccc1Cl)NCC1CCN(Cc2ccsc2)CC1
→ 0	-1
O=C(NCCc1cccs1)C1CCN(c2cc(N3CCOCC3)ncn2)CC1
→ -7	-2
CC(=O)Nc1ccc(C(=O)N2CCN(c3ccc(F)cc3)CC2)cc1
→ 1	-2
O=C(c1cc(-c2cccs2)on1)N1CCCC(c2nnc(-c3ccccc3F)s2)C1 (stereo unspecified)
→ -8	-6
